ASAP1 inh: inhibitors of human ASAP1 ArfGAP activity, primary screen, biochemical, fluorescence polarization; ASAP1-stimulated ARF1 GTP hydrolysis, GDP FP detection; AID 624377, 2012; inhibition, % at 16.5 µM; 360,000 compounds, 0.19% hits; Arf-GAP with SH3 domain, ANK repeat and PH domain-containing protein 1 (Homo sapiens), …; in the data active = inhibition above about 25%;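 note: 0% = vehicle with enzyme and substrate and 100% = no enzyme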
Target sequence (Q9ULH1 325-724 limits assumed): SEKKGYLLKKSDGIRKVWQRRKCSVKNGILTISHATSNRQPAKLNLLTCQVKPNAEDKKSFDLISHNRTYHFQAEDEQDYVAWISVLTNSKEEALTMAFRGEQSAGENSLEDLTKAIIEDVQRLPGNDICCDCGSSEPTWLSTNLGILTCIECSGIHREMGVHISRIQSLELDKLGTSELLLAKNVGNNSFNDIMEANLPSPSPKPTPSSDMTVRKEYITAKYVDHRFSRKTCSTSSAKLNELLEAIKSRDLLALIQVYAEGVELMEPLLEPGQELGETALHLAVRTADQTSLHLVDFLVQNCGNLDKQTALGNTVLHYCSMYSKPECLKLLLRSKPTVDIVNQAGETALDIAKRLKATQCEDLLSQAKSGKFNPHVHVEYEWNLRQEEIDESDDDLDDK
PLC-gamma1 inh: PLC-gamma1 enzyme inhibitors, primary screen, biochemical, fluorescence, purified enzyme; 1-phosphatidylinositol 4,5-bisphosphate phosphodiesterase gamma-1 (Homo sapiens), P19174; fluorogenic substrate; 370,000 compounds, 0.84% hits; inhibition, % at 12.2 µM; in the data active = inhibition above about 9.5%
ADAM17 inh: ADAM17 inhibitors, primary screen, biochemical, QFRET; 370,000 compounds, 0.83% hits; inhibition, % at 6.95 µM; recombinant ADAM17, EDANS/DABCYL FRET peptide cleavage;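 active = inhibition above the mean of compounds lying between control limits plus 3 SD, set per campaign, cut at about 8.5% in these data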;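 note: 0% = DMSO-only wells as the low control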
UHRF1 binding: UHRF1 methylated DNA binding inhibitors, primary screen, counter-screen for MBD2 inhibitor project, biochemical, TR-FRET, human UHRF1, single concentration. E3 ubiquitin-protein ligase UHRF1 (Homo sapiens), Q96T88. UHRF1 binding to methylated oligo. inhibition, % at 4.4 µM. 370,000 compounds, 0.75% hits; in the data active = inhibition above about 21%;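 note: UHRF1 SRA domain binding a hemimethylated CpG hairpin DNA probe; 0% = median of test compound wells and 100% = reference inhibitor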
DDE Tn6 FP inh: inhibitors of Tn6 peptide binding to fibrin DD(E), primary screen, biochemical, fluorescence polarization, human fibrin, Tn6 probe; Fibrin DD(E) TRITC-Tn6 fluorescence polarization displacement; inhibition, % at 8.3 µM; 370,000 compounds, 0.21% hits; AID 720509, 2013;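 active = inhibition above a per-campaign cutoff: mean of compounds within control limits plus 3 SD, cut at about 15% in these data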;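 note: 0% = median of all compound wells on the plate and 100% = blocking peptide control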
ARFGAP1 inhibitor: inhibitors of rat ARFGAP1 GAP activity, primary screen, biochemical, fluorescence polarization, GDP tracer. ADP-ribosylation factor GTPase-activating protein 1 (Rattus norvegicus), Q62848. Arfgap1-stimulated ARF1 GTP hydrolysis, GDP FP detection. inhibition, % at 16.5 µM. 360,000 compounds, 0.26% hits. AID 651572, 2012;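 active = inhibition above a per-plate limit, mean inhibition of low control wells plus 3 SD, cut at about 25% in these data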;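 note: 0% = DMSO wells with enzyme and 100% = wells lacking Arfgap1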
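Material: rat Arfgap1 catalytic domain, aa 1-136; also added: human ARF1(Δ1-17)-GTP substrate; compound dosing: one concentration, 16.5 µM, DMSO 1.26%; incubation: GTP hydrolysis reaction 2 h at 25 °C; measured by: Tracer-displacement fluorescence polarization with EDTA stop, 620/688 nm; evaluation: % inhibition from polarization; repeats: one replicate per compound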
PLCb3 inh: human PLC-beta3 inhibitors, primary screen, biochemical, fluorescence. AID 720704, 2013. 370,000 compounds, 0.18% hits. 1-phosphatidylinositol 4,5-bisphosphate phosphodiesterase beta-3 (Homo sapiens), Q01970. Purified PLC-beta3, fluorogenic substrate. inhibition, % at 12.2 µM; in the data active = inhibition above about 11%;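 note: 0% = median of compound wells on plate and 100% = full blocker control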
MBD2 DNA inh: inhibitors of MBD2 binding to methylated DNA, primary screen, biochemical, TR-FRET, DNA-binding domain, human; MBD2 binding to methylated oligonucleotide; inhibition, % at 4.4 µM; 370,000 compounds, 0.31% hits; AID 686964, 2013; in the data active = inhibition above about 13%
Target sequence (Q9UBB5 whole entry, looked up, the tested form may be a part): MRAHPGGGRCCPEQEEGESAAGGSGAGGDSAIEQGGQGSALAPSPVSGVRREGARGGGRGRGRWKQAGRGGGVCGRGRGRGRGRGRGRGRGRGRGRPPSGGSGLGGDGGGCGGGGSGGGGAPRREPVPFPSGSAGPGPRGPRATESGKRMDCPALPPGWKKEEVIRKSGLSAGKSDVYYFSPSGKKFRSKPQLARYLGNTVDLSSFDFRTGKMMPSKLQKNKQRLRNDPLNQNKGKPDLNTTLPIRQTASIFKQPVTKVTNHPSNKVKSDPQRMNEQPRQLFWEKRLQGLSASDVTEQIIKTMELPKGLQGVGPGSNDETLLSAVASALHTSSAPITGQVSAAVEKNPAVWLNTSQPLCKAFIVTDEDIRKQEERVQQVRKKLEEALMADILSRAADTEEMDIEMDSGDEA
DDE Tn7 FP inh: inhibitors of Tn7 peptide binding to fibrin DD(E), primary screen, biochemical, fluorescence polarization, human fibrin, Tn7 probe; FP displacement of FITC-Tn7 peptide from fibrin DD(E); 0% = median of compound wells per plate; inhibition, % at 8.3 µM; 370,000 compounds, 0.13% hits;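 active = inhibition above the mean of compounds falling within the control limits plus 3 SD of them, cut at about 14% in these data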;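 note: 0% = plate median of compound wells and 100% = 10 µM Aha-Tn7 peptide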
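system = human fibrin DD(E) protein | quantity = DD(E) 2 µM final | medium = Tris/NaCl/CaCl2 buffer, pH 7.8 | also added = labelled Tn7 tracer, 0.1 µM | compound dosing = single point at 8.3 µM | timing = compound with protein 10 min, then 3 h after probe, room temperature | signal = FP measurement | benchmarks = Aha-Tn7 high control | repeats = one replicate per compound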
KLK7 zymogen act: proKLK7 zymogen activators, primary screen, biochemical, fluorescence intensity. Kallikrein-7 (Homo sapiens), P49862. purified proKLK7, EDANS-DABCYL substrate fluorescence; 100% is mature enzyme control, 0% vehicle. activation, % at 7 µM. 370,000 compounds, 0.9% hits. AID 652039, 2013;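 active = activation above the mean of all tested compounds plus 3 SD, computed per campaign excluding outliers beyond control limits, cut at about 13% in these data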
Target sequence (P49862 whole entry, looked up): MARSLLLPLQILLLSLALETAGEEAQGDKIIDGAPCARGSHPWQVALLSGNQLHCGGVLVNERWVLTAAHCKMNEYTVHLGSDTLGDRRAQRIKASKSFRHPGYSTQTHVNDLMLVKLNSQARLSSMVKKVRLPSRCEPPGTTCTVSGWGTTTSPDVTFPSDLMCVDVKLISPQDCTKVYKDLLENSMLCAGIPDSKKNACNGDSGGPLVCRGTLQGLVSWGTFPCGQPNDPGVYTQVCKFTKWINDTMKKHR
* = called active by the depositor; i = inactive; . = no result given.

SMILES | ASAP1 inh | PLC-gamma1 inh | ADAM17 inh | UHRF1 binding | DDE Tn6 FP inh | ARFGAP1 inhibitor | PLCb3 inh | MBD2 DNA inh | DDE Tn7 FP inh | KLK7 zymogen act
CCOC(=O)Cn1c(=NC(=O)CN2C(=O)CCC2=O)sc2cc(S(N)(=O)=O)ccc21 | -4 | 0 | -1 | -3 | -15 | -7 | -2 | -2 | -4 | 0.4
CCOC(=O)N1CC=C2C(C#N)=C(N)C(C#N)(C#N)[C@H](c3cccs3)C2C1 (some centres not stated) | -18 | -21 | -12 | 2 | -6 | 2 | -30 | -1 | 2 | 2.2
Cc1ccc(CNC(=O)c2cc(S(=O)(=O)N3CCCCC3)ccc2N2CCOCC2)cc1 | -2 | 1 | -2 | -2 | 2 | -14 | -6 | 4 | -1 | 0.3
Cc1ccc(C)c(NC(=O)COC(=O)c2c(C)nn(-c3ccccc3)c2C)c1 | 7 | 1 | -2 | 10 | 0 | 1 | -5 | -3 | 2 | 0.4
COC(=O)C1CCCN(C(=O)C2CCN(S(=O)(=O)c3cccc4cccnc34)CC2)C1 (configuration not stated) | . | 1 | -1 | -1 | 2 | . | 2 | -3 | -5 | 0.3
CCCc1cc(=O)[nH]c(SCC(=O)NC2CCCc3ccccc32)n1 (configuration not stated) | -17 | 4 | -1 | 2 | -2 | -8 | -2 | -4 | 4 | 0.5
CC(C)(Oc1ccc(Cl)cc1)C(=O)OCC(=O)NCCc1ccccc1 | 6 | 1 | 3 | 1 | 5 | 6 | -5 | 5 | 6 | 0.3
Cc1ccccc1NC(=S)N/N=C/c1ccc(O)cc1O | 8 | -55 | -8 | -5 | -5 | -9 | -80 | 2 | 9 | -6.5
COc1ccc(CC(=O)Nc2c3c(nn2C(C)(C)C)CS(=O)(=O)C3)cc1OC | -1 | 1 | -6 | -4 | -7 | -9 | -11 | 2 | 2 | -0.1
N#Cc1ccc(NC(=O)Nc2ccc(Oc3ccc(NC(=O)Nc4ccc(C#N)cc4)cc3)cc2)cc1 | 23 | 7 | -2 | 5 | -10 | 24 | -11 | 9 | 3 | 0.5

In a second layout: 3 of the compounds above.
SMILES,ASAP1 inh,PLC-gamma1 inh,ADAM17 inh,UHRF1 binding,DDE Tn6 FP inh,ARFGAP1 inhibitor,PLCb3 inh,MBD2 DNA inh,DDE Tn7 FP inh,KLK7 zymogen act
Cc1ccc(C)c(NC(=O)COC(=O)c2c(C)nn(-c3ccccc3)c2C)c1,7,1,-2,10,0,1,-5,-3,2,0.4
COC(=O)C1CCCN(C(=O)C2CCN(S(=O)(=O)c3cccc4cccnc34)CC2)C1 (configuration not stated),.,1,-1,-1,2,.,2,-3,-5,0.3
CCCc1cc(=O)[nH]c(SCC(=O)NC2CCCc3ccccc32)n1 (configuration not stated),-17,4,-1,2,-2,-8,-2,-4,4,0.5

Other compounds follow.
SMILES | ASAP1 inh | PLC-gamma1 inh | ADAM17 inh | UHRF1 binding | DDE Tn6 FP inh | ARFGAP1 inhibitor | PLCb3 inh | MBD2 DNA inh | DDE Tn7 FP inh | KLK7 zymogen act
CCc1nc2ccccc2c(=O)n1NC(=O)c1c(O)c2ccccc2[nH]c1=O | -3 | -1 | -5 | 0 | 4 | 2 | 2 | 5 | 3 | 0.0
O=C(CN1C(=O)NC2(CCCCC2)C1=O)Nc1ccccc1Cl | -6 | 1 | -3 | -2 | 1 | 4 | -3 | 0 | 3 | -0.3
CCc1ccc(NC(=O)CN2C(=O)COc3ccc(S(=O)(=O)N4CCCC4)cc32)cc1 | -1 | -1 | 1 | 7 | -5 | 3 | -4 | -1 | 3 | -0.8
O=C(NC1CCCC1)c1nc(-c2c(F)cccc2F)oc1-c1ccccc1 | 3 | 3 | 2 | 1 | 0 | 8 | 0 | -2 | -3 | 0.1
CCOc1ccc(Cl)cc1-c1cc(C(=O)NCc2ccccc2)[nH]n1 | -3 | -1 | 3 | 0 | 0 | 2 | -2 | -2 | 0 | 0.1
O=C(COc1ccc2ccccc2c1)N1CCN(C(=O)c2cccs2)CC1 | 14 | -2 | -3 | 0 | 1 | -2 | 2 | 5 | -5 | 0.0
CCOC(=O)C1=C(COc2ccc(C)cc2)NC(=O)NC1c1cc(C)ccc1C (configuration not stated) | 4 | 3 | -1 | 0 | 5 | -13 | 2 | -3 | -14 | -0.4
C1=C(c2ccccc2)Nc2ccccc2N=C1c1ccccc1 | -20 | -4 | 3 | -3 | -6 | -16 | -7 | -6 | 2 | 0.5
CC(C)[C@@H](NC(=O)C1CCN(C(=O)[C@@H]2CCCN2C(=O)OC(C)(C)C)CC1)C(=O)NCc1ccc(F)cc1 | 2 | 5 | 0 | 1 | -1 | -2 | 4 | 1 | 0 | 0.5
CCCCN1CC(CO)Oc2cccc(F)c2S1(=O)=O (configuration not stated) | -5 | 2 | 0 | -3 | 3 | 2 | 5 | -6 | -10 | -0.1
COCCCNc1ccn2nc(-c3ccc(OCCN4CCOCC4)cc3)cc2n1 | -11 | -74 | -48 | -1 | -3 | 8 | -108 | 2 | -3 | 1.7
COc1ccc(Cn2c(=O)c3cccnc3n(Cc3ccc([N+](=O)[O-])cc3)c2=O)cc1 | -1 | 1 | -3 | 5 | 2 | -2 | 0 | -2 | -5 | 0.2
N=C1/C(=C\c2coc3ccc(O)cc3c2=O)C(=O)N=C2SC=CN12 | 3 | -99 | -52 | -9 | -8 | 2 | -152 | -7 | -7 | -7.3
COc1ccc(NC(=O)COC(=O)C23CC4CC(CC(NC(C)=O)(C4)C2)C3)cc1S(=O)(=O)N1CCOCC1 | 9 | 0 | -1 | -2 | 7 | 3 | 3 | 1 | 2 | 0.3
CC1(C(=O)Nc2ccc(Cl)cc2)Cc2c(-c3cccc(C(F)(F)F)c3)ccnc2O1 (configuration not stated) | -5 | -1 | -3 | -2 | 2 | 10 | 5 | -3 | 1 | 0.2
O=C(Nc1ccc2c(c1)OCO2)c1ccc(S(=O)(=O)NCC2CCCO2)cc1 (configuration not stated) | -10 | -5 | 0 | -2 | -2 | 1 | -9 | -4 | -3 | -1.8
O=[N+]([O-])/C=C/c1cn(Cc2ccc(F)cc2)c2ccccc12 | 16 | 7 | 8 | 1 | -5 | -12 | 1 | -2 | -5 | -0.6
CCOC(=O)C1(CCc2ccccc2)CCN(C(=O)C2=C(C)OCCO2)CC1 | -6 | 0 | 0 | -2 | 3 | -9 | 1 | -1 | 5 | 0.4
O=C(NC(=S)N1CCN(c2ccc([N+](=O)[O-])cc2)CC1)c1ccccc1F | -4 | 1 | 1 | -1 | 2 | 6 | 0 | 4 | -6 | 0.3
COc1ccc(C(=O)Nc2nnc(SCC(=O)NCC3CCCO3)s2)cc1OC (configuration not stated) | -8 | -2 | -1 | 0 | 10 | 6 | -7 | -3 | 6 | 0.0
CCCCCn1nnnc1C1(C)Cn2nccc2C(=O)N1Cc1ccco1 (configuration not stated) | . | 0 | -7 | 0 | -5 | . | 2 | -1 | -2 | 0.5
COc1ccc(-c2csc3ncnc(Nc4ccc(O)cc4)c23)cc1 | -2 | -1 | -7 | 0 | 0 | -7 | -10 | 3 | 5 | 0.5
Cc1nnc(SCC(=O)NCC2CCCO2)n1Cc1ccccc1 (configuration not stated) | -12 | 1 | -2 | 3 | -1 | 7 | -1 | 2 | 2 | -0.6
CCOC(=O)c1cc(S(=O)(=O)N(C)Cc2ccccc2)cn1C | -1 | 1 | -1 | 1 | -1 | -6 | -5 | 0 | -2 | -0.9
Cc1nc2cc(NC(=O)c3ccc(Cl)cc3)ccc2n1C | -7 | 7 | 0 | 0 | -6 | -7 | 0 | -1 | 5 | 0.0
O/N=C(\c1ccccn1)C1CC1c1ccccc1 (configuration not stated) | 9 | 5 | -8 | 5 | -10 | 4 | 1 | 6 | -2 | -0.1
Cc1ccc(C(C(=O)Nc2ccc3c(c2)OCO3)N(C)C(=O)Cc2c[nH]c3ccccc23)cc1 (configuration not stated) | 9 | 3 | 6 | 3 | -8 | 4 | 0 | -4 | -6 | 0.7
O=C(NC1CCCC1)c1cc(=O)[nH]c2ccccc12 | 5 | -28 | -24 | -1 | 0 | -17 | -37 | 1 | 2 | 1.0
O=C(Nc1c(C(=O)NCc2ccco2)cnn1-c1ccccc1)c1ccc(F)cc1 | 7 | 1 | -4 | -1 | -1 | 1 | 3 | 2 | -3 | -0.4
COc1ccc2c(c1)O/C(=C\c1ccccc1C)C2=O | -1 | -82 | -7 | 0 | -10 | 0 | -122 | 0 | -4 | -7.2
COc1ccc(NC2CCCN(C(=O)c3ccc(CSC)o3)C2)cc1OC (configuration not stated) | 1 | -5 | -3 | -2 | 5 | 0 | -10 | 6 | -8 | -0.5
Cc1ccc(NC(=O)NC2CC(=O)N(c3ccc4c(c3)OCCO4)C2)cc1C (configuration not stated) | -9 | -3 | 0 | 2 | -2 | -7 | -6 | -6 | 5 | -0.1
COC(=O)CCN(Cc1cc(OC)ccc1OC)S(=O)(=O)c1ccccc1Br | -3 | 1 | 7 | -1 | -1 | 5 | 1 | -2 | 0 | 0.1
CCOC(=O)C1CCCN(C(=O)c2ccc3c(c2)N(C)C(=O)/C(=C/c2ccccc2Cl)S3)C1 (configuration not stated) | 1 | -61 | 5 | 2 | 6 | -4 | -91 | 5 | 3 | -0.9
Cc1cc(Cl)c2ccc(Cl)cc2n1 | 4 | 0 | -1 | 1 | -3 | 9 | -7 | -2 | 4 | 0.4
COC(OC)c1nc(SCC(=O)Nc2cccc(Cl)c2)ncc1C(=O)O | 5 | 5 | -3 | -2 | -1 | 12 | -7 | -1 | 4 | 0.5
CC(=O)Nc1cc(C(=O)NCc2ccco2)ccc1Sc1ccc(C)cc1 | -1 | 8 | 5 | 2 | -2 | 1 | 4 | -2 | -11 | 0.0
Cc1cc(C)n2nc(SC(C)C(=O)NCc3ccco3)nc2n1 (configuration not stated) | 8 | -2 | -2 | 1 | -2 | -6 | 1 | 3 | 3 | -0.3
Nc1ccc(-c2ncc(-c3ccccc3)o2)cc1 | 11 | i | i | -3 | 2 | -1 | i | -3 | -2 | 21*
Cc1nn(Cc2ccc(Cl)cc2Cl)c(C)c1NC(=O)CCl | 1 | -2 | -2 | 2 | -2 | 1 | -3 | 4 | 6 | 0.1

Random draw from the library. About 4.1% of those tested had a hit in this group.
